DNA Pol III inh: qHTS Assay for Inhibitors of DNA Polymerase III Holoenzyme System; reconstituted DNA polymerase III holoenzyme replication, biochemical; hit rate 0.25% among 71,000; AID 603, 2007; Potency, µM (highest dose often 57.1 µM), without a hit: top-dose activity change, negative = inhibition; note: potency is the fitted concentration of half-maximal effect; % is set by controls: 0 for no effect and ±100 for the full control effect
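Reconstituted *E. coli* holoenzyme (0.35 nM Pol III, 1 nM beta, 154 nM SSB, 2 nM primase) was preincubated with compound for 15 min at RT. Synthesis on 1.4 nM ssM13Gori ran 35 min, then was stopped with PicoGreen/EDTA and read as dsDNA fluorescence.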
GFP derepression: qHTS Assay for Epigenetic Modulators | mouse C127i GFP locus derepression, cytometry, 30 h | Potency, µM (top dose mostly 46.1 µM), for the others: at the highest dose GFP derepression (activation) | hit rate 0.09% among 68,000; note: % of control where 0% means no effect
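Derepression screen: silenced CMV-GFP reporter in murine C127i cells, 30 h compound incubation at 37 C, washed cells imaged by laser-scanning cytometer to enumerate GFP-expressing objects of 20 to 120 um.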
Hsp90 Hop PPI: qHTS Assay for Disrupters of an Hsp90 Co-Chaperone Interaction; AlphaScreen TPR2A-His6 binding biotin-Hsp90 C-terminal peptide; AID 595, 2007; Hsp90 C-terminal peptide / TPR2A (Hop) interaction, human; Potency, µM (doses to about 57 µM), inactives show at the highest dose activity change, negative = inhibition; hit rate 0.44% among 71,000; active = well fitted curve in either direction with a large enough effect; inconclusive = small, poorly fitted or top-dose-only effect, or another doubt; note: potency is the fitted concentration of half-maximal effect; % is set by controls: 0 for no effect and ±100 for the full control effect; many of its hits are not listed in these tables
UbGFP stabilizer: Ubiquitin-GFP Assay; Potency, µM (top dose mostly 45.9 µM), without a hit: at the highest dose activation (GFP accumulation), usual class: activators; Ubiquitin-GFP reporter cells, proteasome inhibition, GFP fluorescence; response scale: untreated = 0%, 10 µM MG-132 = 100%; 67,000 tested, under 10 active; active = well fitted activation curve with a large enough effect, not every such curve was filed as active; inconclusive = small, poorly fitted or top-dose-only effect, or another doubt; inactive = no such curve, though single readings can be large or run the other way; note: potency is the fitted concentration of half-maximal effect
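Proteasome blockade was scored as a rise in GFP-expressing U2OS cells carrying a ubiquitin(G76V)-GFP construct, imaged after 4 hr compound treatment at 37 °C across a 46 uM–2.9 nM series.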
4MU fluor: qHTS Assay for Spectroscopic Profiling in 4-MU Spectral Region. hit rate 11% among 59,000. AID 589, 2007. compound autofluorescence, 340/450 nm, 4-MU equivalents; active compounds read high. max dye-equivalent concentration, M; in the data active = max dye-equivalent concentration above about 10 nM; inconclusive = mostly about 1.1 nM to 9.6 nM
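Compounds in 100 mM Tris, pH 8.0, sat 15 min at room temperature before fluorescence was read at 340 nm excitation/450 nm emission; a per-plate six-point 4-MU standard curve converted signals to dye-equivalent concentration at each compound concentration.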
HADH2 inh: qHTS Assay for Inhibitors of HADH2 (Hydroxyacyl-Coenzyme A Dehydrogenase, Type II). recombinant HADH2, NADH fluorescence, beta-hydroxybutyryl-CoA. Potency, µM (titrated, usually from 57.1 µM), inactives show top-dose activity change, negative = inhibition, actives largely listed as inhibitors. hit rate 3.4% among 73,000. AID 886, 2007; note: potency is the fitted concentration of half-maximal effect; % is set by controls: 0 for no effect and ±100 for the full control effect; nearly all actives have a fitted effect of over 60% in size; many of its hits are not listed in these tables
Target sequence (Q99714 whole entry, looked up, one chain of several): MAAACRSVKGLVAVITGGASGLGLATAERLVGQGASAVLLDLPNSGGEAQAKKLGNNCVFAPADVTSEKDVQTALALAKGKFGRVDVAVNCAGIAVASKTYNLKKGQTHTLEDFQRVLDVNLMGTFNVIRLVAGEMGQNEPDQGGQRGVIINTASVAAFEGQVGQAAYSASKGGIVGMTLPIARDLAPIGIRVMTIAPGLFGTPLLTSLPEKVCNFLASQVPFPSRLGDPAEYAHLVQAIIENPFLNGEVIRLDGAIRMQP
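NADH fluorescence (ex 360/em 450 nm) read every 30 s for 4 min; activity taken as last-minus-first time point difference. Enzyme 20 nM, NAD+ 1 mM, beta-hydroxybutyryl-CoA 90 uM, pH 9.0 Tris buffer.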
HBB splicing: qHTS Assay for Modulators of Hemoglobin Beta Chain Splicing | HBB splicing reporter cell assay, activation; EGFP reporter with mutant IVS2-654 intron; response scale: normalised to 500 nM splice-correcting PNA | Potency, µM (doses to about 46.1 µM), without a hit: at the highest dose activation, hits mostly activators | hit rate 0.06% among 65,000 | AID 925, 2007; note: potency is the fitted concentration of half-maximal effect; 0% is about no effect
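HeLa cells stably expressing EGFP interrupted by mutant beta-globin intron 2 (IVS2-654), 500/well in 2% FCS. Treated with compound for 2 days at 37C. Splicing correction scored as total well GFP intensity (488 nm excitation, 500-520 nm emission); 500 nM antisense PNA served as control.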
15-hLO inh: qHTS Assay for Inhibitors of 15-hLO (15-human lipoxygenase) | Polyunsaturated fatty acid lipoxygenase ALOX15 (Homo sapiens), P16050 | purified 15hLO-1, xylenol orange hydroperoxide absorbance | Potency, µM (series often up to 57.1 µM), for the others: top-dose activity change, negative = inhibition, usual class: inhibitors | hit rate 1.4% among 74,000; note: potency is the fitted concentration of half-maximal effect; % is set by controls: 0 for no effect and ±100 for the full control effect; nearly all actives have a fitted effect of over 55% in size
Target sequence (P16050 whole entry, looked up): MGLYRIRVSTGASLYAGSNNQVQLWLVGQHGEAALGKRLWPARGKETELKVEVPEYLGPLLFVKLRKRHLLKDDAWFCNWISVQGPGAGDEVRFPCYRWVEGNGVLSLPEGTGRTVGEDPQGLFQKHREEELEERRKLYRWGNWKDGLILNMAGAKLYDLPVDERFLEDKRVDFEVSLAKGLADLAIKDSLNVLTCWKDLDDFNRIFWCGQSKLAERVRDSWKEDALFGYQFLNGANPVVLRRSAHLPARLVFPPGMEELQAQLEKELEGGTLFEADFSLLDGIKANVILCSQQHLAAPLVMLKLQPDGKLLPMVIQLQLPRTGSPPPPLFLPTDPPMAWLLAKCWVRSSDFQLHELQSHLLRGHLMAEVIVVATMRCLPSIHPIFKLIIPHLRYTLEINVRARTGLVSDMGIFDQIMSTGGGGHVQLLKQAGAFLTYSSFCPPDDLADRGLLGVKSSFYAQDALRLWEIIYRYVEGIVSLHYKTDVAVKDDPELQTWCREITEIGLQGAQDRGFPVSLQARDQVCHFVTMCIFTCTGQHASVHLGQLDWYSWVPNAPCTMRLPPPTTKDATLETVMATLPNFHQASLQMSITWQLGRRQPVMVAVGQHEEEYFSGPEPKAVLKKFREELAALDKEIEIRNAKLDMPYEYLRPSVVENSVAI
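Readout: Fe(III)-xylenol orange absorbance, 573-to-405 nm ratio as reaction progress. Enzyme 40 nM purified human 15hLO-1, substrate 50 uM arachidonic acid, 6 min RT after 15 min compound preincubation; Hepes pH 7.5 buffer with Triton X-100.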
Fluorescein autfl: qHTS Assay for Spectroscopic Profiling in Fluorescein Spectral Region; Compound autofluorescence, 480/540 nm, fluorescein-equivalent; active compounds read high; max fluorescein-equivalent concentration, M; hit rate 0.91% among 59,000; in the data active = max fluorescein-equivalent concentration above about 10 nM; inconclusive = between about 1.1 nM and that limit
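First, buffer (100 mM Tris, pH 8.0) dispensed; second, compounds and fluorescein standards pinned in; third, 15 min room-temperature incubation; finally, imaging at ex 480 nm/em 540 nm. Fluorescence normalized against the six-point fluorescein curve.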
Rhodamine fluor: qHTS Assay for Spectroscopic Profiling in Rhodamine Spectral Region; Rhodamine-region fluorescence, 547/598 nm, Tris buffer; active compounds read high; hit rate 0.05% among 59,000; max dye-equivalent concentration, M; AID 594, 2007; in the data active = max dye-equivalent concentration above about 11 nM; inconclusive = between about 1.1 nM and that limit
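qHTS spectral profiling of compounds without any target or enzyme present, in pH 8.0 Tris buffer; plates were read after a 15-minute room-temperature incubation using the rhodamine-region filter set.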
TexasRed autofl: qHTS Assay for Spectroscopic Profiling in Texas Red Spectral Region | Compound fluorescence, Texas Red channel, 547/618 nm; active compounds read high | max dye-equivalent concentration, M | hit rate 0.06% among 59,000 | AID 587, 2007; in the data active = max dye-equivalent concentration above about 10 nM; inconclusive = between about 1.1 nM and that limit
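Spectral interference profiling: each compound concentration's relative fluorescence, read with a 547 nm excitation and 618 nm emission filter pair, was normalized to a per-plate Texas Red standard curve.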
* marks the source's active call; other numbers are inactive results; i = inactive; ? = inconclusive; nt = not tested or not shown; [ ] = remark or other dose. Unless noted, calls come from the whole dose curve; as a rule, active = well fitted curve in the direction sought with a large enough effect; inconclusive = small, poorly fitted or top-dose-only effect, or another doubt; inactive = no such curve, though single readings can be large; an effect the other way counts as inactive or inconclusive. Not all compounds are listed, so the mix of outcomes need not match the whole.

SMILES	DNA Pol III inh	GFP derepression	Hsp90 Hop PPI	UbGFP stabilizer	4MU fluor	HADH2 inh	HBB splicing	15-hLO inh	Fluorescein autfl	Rhodamine fluor	TexasRed autofl
COC(=O)C1=C(C)N(C)C(C)=C(C(=O)OC)C1c1ccsc1	6%	-2%	-1%	8%	nt	88%[activator]	-0.7%[9.22 µM]	5%	nt	nt	nt
CCc1ccccc1N1CC23C=CC(O2)C(C(=O)OC)C3C1=O (stereo unspecified)	-5%	nt	-1%	-1%	nt	10%	0.6%	9%	nt	nt	nt
Cc1cc(C)c2c(n1)nn1c(N3CCN(Cc4ccccc4)CC3)cc(C)nc21	-6%	3%	?	-7%	1.7e-06M*	20µM*	3.3%	-26%	i	i	i
COCCCN1C(=O)C(=O)/C(=C(/O)c2ccc(OC(C)C)cc2)C1c1ccncc1 (stereo unspecified)	-1%	4%	-3%	0%	i	-4%	3.7%[57.5 µM]	-10%	?	i	i
Cc1cc(C)n(-c2ccn(Cc3ccc(Cl)cc3Cl)c(=O)n2)n1	-1%	-3%	-1%	0%	i	2%	2.5%	0%	?	i	?
N#CC1(P(=O)(c2ccccc2)c2ccccc2)CC1	nt	-3%[20.6 µM]	nt	nt	i	nt	nt	nt	i	i	i
Cc1cc(C)nc(Nc2ccc(N3CCCC3)cc2)n1	-2%	3%	?	5%	i	1%	-0.2%	?	i	i	i
Cc1cc(C)nc(NC(=O)Nc2ccccc2C(F)(F)F)n1	-1%	3%	3%	-2%	?	16%	3.9%	-24%	i	i	i
COCCN(CC(=O)Nc1ccccc1C)S(=O)(=O)c1ccc(S(=O)(=O)N2CCCC2)cc1	-3%	3%	2%	-3%	?	6%	nt	-10%	?	i	?
COc1ccc(NC(=O)Cn2nnc(-c3ccccc3F)n2)cc1	-5%	-3%	-2%	-2%	i	0%	0.0%	-4%	i	i	i
CC1(C)CC(=O)C2=C(C1)OC(=O)C2(NC(=O)c1cccs1)C(F)(F)F (stereo unspecified)	0%	-1%	-4%	2%	i	-2%	7.3%	1%	i	i	i
O=C(NCc1cccs1)c1nc2c(nnn2Cc2ccccc2Cl)c(=O)[nH]1	1%	3%	-4%	2%	?	-10%	-0.4%[57.5 µM]	18%	i	i	i
Oc1cccc2ccc(SSc3ccc4cccc(O)c4n3)nc12	-11%[11.4 µM]	3%[9.22 µM]	-4%[11 µM]	-5%[9.17 µM]	i	0.13µM*	4.5%[9.22 µM]	-26%[11.4 µM]	?	i	i
COC(=O)C1=C(N)Oc2cc(C)n(CC3CCCO3)c(=O)c2C1c1ccccc1 (stereo unspecified)	-2%	0%	-6%	4%	i	12%	5.0%[1.84 µM]	8%	i	i	i
COc1ccc(S(=O)(=O)N2CCCC2C(=O)NCc2cccs2)cc1 (stereo unspecified)	-12%	-2%	-1%	-1%	i	12%	-6.8%	0%	?	i	?
O=C(Nc1ccc(C(F)(F)F)cc1Cl)c1ccc(Cn2cc(Br)cn2)o1	-9%	0%	4%	-2%	?	-10%	2.3%	-18%	?	i	i
CCn1cc(SCC(=O)NCC2CCCO2)c2ccccc21 (stereo unspecified)	-3%	nt	0%	5%	nt	-4%	-0.5%	11%	nt	nt	nt
Cc1ncc(CSC(=N)N)n1Cc1ccccc1	-10%[11.4 µM]	3%[9.22 µM]	-5%[11 µM]	5%[9.17 µM]	i	9%[11.4 µM]	3.1%[9.22 µM]	0%[11.4 µM]	?	i	i
COc1ccc(S(=O)(=O)N2CCCC(C(=O)Nc3cccnc3)C2)cc1Cl (stereo unspecified)	-4%	2%	-3%	2%	i	-12%	nt	-11%	i	i	i
O=C(CSc1n[nH]c(-c2ccncc2)n1)NCCc1ccccc1	-3%	2%	-2%	7%	i	5%	-0.3%	-5%	?	i	i

A draw from above in order of length of the SMILES, low to high.
SMILES	DNA Pol III inh	GFP derepression	Hsp90 Hop PPI	UbGFP stabilizer	4MU fluor	HADH2 inh	HBB splicing	15-hLO inh	Fluorescein autfl	Rhodamine fluor	TexasRed autofl
Cc1cc(C)nc(NC(=O)Nc2ccccc2C(F)(F)F)n1	-1%	3%	3%	-2%	?	16%	3.9%	-24%	i	i	i
Cc1cc(C)n(-c2ccn(Cc3ccc(Cl)cc3Cl)c(=O)n2)n1	-1%	-3%	-1%	0%	i	2%	2.5%	0%	?	i	?
O=C(Nc1ccc(C(F)(F)F)cc1Cl)c1ccc(Cn2cc(Br)cn2)o1	-9%	0%	4%	-2%	?	-10%	2.3%	-18%	?	i	i
Cc1cc(C)c2c(n1)nn1c(N3CCN(Cc4ccccc4)CC3)cc(C)nc21	-6%	3%	?	-7%	1.7e-06M*	20µM*	3.3%	-26%	i	i	i

(more compounds)
SMILES	DNA Pol III inh	GFP derepression	Hsp90 Hop PPI	UbGFP stabilizer	4MU fluor	HADH2 inh	HBB splicing	15-hLO inh	Fluorescein autfl	Rhodamine fluor	TexasRed autofl
CCc1ccc(C2CC(c3ccc(F)cc3)Nc3nc(N)nn32)cc1 (stereo unspecified)	-2%	-4%	-11%	3%	nt	6%	-0.9%	15%	nt	nt	nt
COc1ccc(CNC(=O)C2CCN(S(=O)(=O)c3ccc(-c4nn[nH]n4)cc3)CC2)cc1	-3%	-3%	0%	-2%	i	2%	nt	4%	i	i	i
O=C(CCCCCNS(=O)(=O)c1ccc(Br)cc1)NCCN1CCOCC1	3%	0%	-2%	14%	?	13%	-1.2%[1.84 µM]	-5%	i	i	i
O=C(c1ccc(N2CCCC2=O)cc1)N1CCOCC1	-1%	1%	-4%	8%	i	1%	-1.0%	6%	i	i	i
Cc1ccc(S(=O)(=O)NCCSc2nnnn2C)cc1	3%	2%	-3%	14%	i	10%	3.4%[1.84 µM]	6%	i	i	?
COCCn1c(=S)[nH]c2ncccc2c1=O	0%	6%	12%	-3%	i	-1%	-1.1%	2%	i	i	i
O=C(Nc1nc(-c2ccc(S(=O)(=O)N3CCCC3)cc2)cs1)c1cccs1	-4%	2%	-2%	7%	?	?	-1.1%	-14%	i	i	i
O=C(NCc1cccc(C(F)(F)F)c1)C1CCCN(c2ncccn2)C1 (stereo unspecified)	-12%	0%	3%	0%	i	2%	0.4%[57.5 µM]	-1%	i	i	i
CCCn1c(C)nc2c(NCCOC)nc(C)nc21	-4%	nt	2%	5%	nt	3%	0.1%	-15%	nt	nt	nt
O=c1cc(NCc2ccccc2)nc2n1CCCS2	nt	4%[20.6 µM]	nt	nt	i	nt	nt	nt	i	i	i
CCOC(=O)c1cc2sc(C)cc2n1CC(=O)N1CCN(C(=O)c2ccco2)CC1	-2%	-1%	-1%	-4%	i	14%	-2.1%	-1%	?	i	?
C=C(C)[C@H]1CC[C@]2(C(=O)O)CC[C@]3(C)[C@@H](CC[C@H]4[C@@]5(C)CC[C@@H](O)C(C)(C)[C@@H]5CC[C@@]43C)[C@H]12	-2%[25.6 µM]	3%[20.6 µM]	-2%[26 µM]	3%[20.5 µM]	i	-4%[25.6 µM]	1.0%[20.6 µM]	-3%[25.6 µM]	?	i	?
Cc1ccc(NC(=O)c2cccc(Cl)c2)nc1	-6%	-3%	0%	-2%	i	11%	-1.9%	-16%	i	i	?
COC(=O)c1ccccc1NC(=O)Cn1cnc2c1c(=O)n(C)c(=O)n2C	3%	0%	-5%	nt	i	12%	1.7%[0.369 µM]	9%	?	i	i
COc1cccc(C2C3CN(C)CC=C3C(C#N)=C(N)C2(C#N)C#N)c1OC (stereo unspecified)	1%	1%	-10%	1%	1e-06M*	?	nt	?	5.2e-08M*	i	i
CS(=O)(=O)Nc1cccc(-c2cc(Nc3ccccc3)ncn2)c1	9%	-6%[9.22 µM]	0%	1%	i	-2%	-0.5%	6%	?	i	i
CCC(C)NC(=O)c1n[nH]c(=O)c2ccccc12 (stereo unspecified)	3%	1%	2%	-4%	?	14%	-0.2%[57.5 µM]	10%	i	i	i
C=C(C)n1c(=O)[nH]c2ccccc21	0%	0%	-4%	-1%	?	-1%	-2.6%[0.369 µM]	5%	i	i	?
Clc1ccccc1Cn1nnc2c(N3CCCC3)ncnc21	-9%	1%	5%	-3%	i	11%	nt	-4%	i	i	i
Cc1ccc(NC(=O)CS(=O)CC(=O)Nc2ccc3c(c2)OCO3)cc1Cl (stereo unspecified)	-1%	2%	-5%	-1%	i	13%	-0.2%	-15%	?	i	i

High-throughput results from PubChem.
